# hIAP block: human IAP inhibition; inhibition, % at 10 µM; P09923; purified IAP, CDP-Star luminescence, 30 min; AID 2544; 330,000 compounds, 0.12% hits;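 active = inhibition reaching a set limit with compound at 10 µM in the primary screen, cut at about 35% in these data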;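 note: plate controls were DMSO wells with enzyme for no effect and no-enzyme buffer wells for full effect; values of inactives mirror those of a sister screen read the other way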
# tim10-1 inh: tim10-1 yeast growth inhibition; S. cerevisiae tim10-1 ts strain growth, BacTiter-Glo, 24 h; 330,000 compounds, 2.2% hits; AID 463190; inhibition, % at 20 µM;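 active = inhibition of at least 40%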;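 note: mutant grown at 25 °C; 0% = DMSO wells with yeast and 100% = wells holding no yeast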
# NLRP3 yeast inh: blocks the NALP3 inflammasome reconstituted in yeast; Yeast reconstituted NLRP3/ASC/caspase-1, beta-gal luminescence, 24 h; inhibition, % at 10 µM; 330,000 compounds, 0.39% hits; AID 2825;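 active = inhibition of 50% or more; inactive = inhibition below 50%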;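 note: plate controls were induced DMSO wells for no effect and uninduced yeast grown without galactose for full effect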
# mIAP block: blocks mouse intestinal alkaline phosphatase. 330,000 compounds, 0.2% hits. inhibition, % at 10 µM. purified mouse IAP, CDP-Star luminescence, 30 min;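 active = inhibition of at least 40% at 10 µM in the primary screen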;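 note: plate controls were DMSO with enzyme for no effect and no enzyme wells for full effect; values of inactives mirror those of a sister screen read the other way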
# TIM10 inh: TIM10 yeast growth inhibition; S. cerevisiae TIM10 strain growth, BacTiter-Glo luminescence, 24 h; inhibition, % at 10 µM; 330,000 compounds, 1.4% hits; AID 463195;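 active = inhibition of 40% or more at the single tested concentration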;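 note: wild-type TIM10 isogenic control strain grown at permissive 25 °C; 0% = DMSO yeast wells and 100% = minimal medium wells without yeast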
# hIAP activ: human IAP activation | 330,000 compounds, 0.16% hits | AID 2524 | P09923 | purified human IAP, CDP-Star luminescence, 30 min; hits give high values; 1 = vehicle-only enzyme, 0 = enzyme-free background | activation factor at 10 µM;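 active = activation factor of the enzyme at least 2-fold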; note: the source names both 10 and 20 µM as test concentration; values of inactives mirror those of a sister screen read the other way
# mIAP act: increases mouse intestinal alkaline phosphatase activity. muIAP, CDP-Star luminescence, 30 min; hits give high values; 1 = vehicle-only enzyme signal, 0 = enzyme-free wells. 330,000 compounds, 0.24% hits. AID 2805. activation factor at 10 µM;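 active = activation factor of at least 2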; note: the source names both 10 and 20 µM as test concentration; values of inactives mirror those of a sister screen read the other way
#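 Assay system: mouse IAP enzyme; Reagent: CDP-Star chemiluminescent phosphatase substrate; Compound: DMSO-dissolved test compounds; Incubation: 30 min, room temperature; Technique: luminescence from enzymatic CDP-Star hydrolysis; Controls: DMSO-only wells and no-enzyme negative control.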
# Apaf-1 inh: inhibitors of human Apaf-1 apoptosome; AID 489030; O14727; reconstituted apoptosome caspase-3 activity, DEVD-Rh110 fluorescence; 330,000 compounds, 0.71% hits; inhibition, % at 20 µM; active = inhibition of at least 40% at 20 µM;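 note: plate controls were DMSO wells for no effect and DEVD-CHO caspase inhibitor wells for full effect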
# Target sequence (O14727 whole entry, looked up): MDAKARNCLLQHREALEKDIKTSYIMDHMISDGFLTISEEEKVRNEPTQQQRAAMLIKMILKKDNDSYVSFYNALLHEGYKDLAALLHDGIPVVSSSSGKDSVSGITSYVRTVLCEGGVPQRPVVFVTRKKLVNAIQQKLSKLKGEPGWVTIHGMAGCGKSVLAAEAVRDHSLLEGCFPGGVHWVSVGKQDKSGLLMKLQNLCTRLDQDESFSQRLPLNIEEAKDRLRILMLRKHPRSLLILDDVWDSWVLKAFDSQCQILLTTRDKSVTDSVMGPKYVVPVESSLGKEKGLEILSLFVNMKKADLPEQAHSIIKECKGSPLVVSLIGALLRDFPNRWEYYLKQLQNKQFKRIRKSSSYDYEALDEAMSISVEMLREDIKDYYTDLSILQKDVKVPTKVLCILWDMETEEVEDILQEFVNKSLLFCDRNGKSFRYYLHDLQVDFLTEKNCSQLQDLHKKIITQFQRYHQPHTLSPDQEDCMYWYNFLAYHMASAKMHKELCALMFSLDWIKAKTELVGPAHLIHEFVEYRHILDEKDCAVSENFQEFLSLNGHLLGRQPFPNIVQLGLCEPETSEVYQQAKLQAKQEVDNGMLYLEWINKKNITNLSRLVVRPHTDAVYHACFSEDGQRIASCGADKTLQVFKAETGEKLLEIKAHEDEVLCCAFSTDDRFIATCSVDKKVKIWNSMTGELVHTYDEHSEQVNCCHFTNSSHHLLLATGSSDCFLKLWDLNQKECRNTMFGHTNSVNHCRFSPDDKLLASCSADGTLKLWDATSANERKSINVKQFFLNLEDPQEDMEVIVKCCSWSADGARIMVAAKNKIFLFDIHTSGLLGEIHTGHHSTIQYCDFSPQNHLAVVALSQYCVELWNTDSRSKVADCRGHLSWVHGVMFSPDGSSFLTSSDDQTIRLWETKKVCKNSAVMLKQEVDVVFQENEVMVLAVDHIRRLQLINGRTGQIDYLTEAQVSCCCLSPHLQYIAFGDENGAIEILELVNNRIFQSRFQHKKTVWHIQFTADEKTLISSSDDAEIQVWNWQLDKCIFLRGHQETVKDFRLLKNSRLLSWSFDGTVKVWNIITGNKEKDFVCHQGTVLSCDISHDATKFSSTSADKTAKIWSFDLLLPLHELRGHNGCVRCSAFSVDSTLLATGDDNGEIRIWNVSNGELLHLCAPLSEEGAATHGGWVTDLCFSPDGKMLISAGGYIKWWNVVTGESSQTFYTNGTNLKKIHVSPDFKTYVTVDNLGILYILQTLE
#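 Material: cell-free apoptosome with Apaf-1, procaspase-3 and caspase-9; Buffer or medium: Hepes pH 7.5 with detergent and BSA; Reagent: cytochrome c trigger plus (Z-DEVD)2-Rh110 caspase-3 substrate; Times: compound with Apaf-1, dATP, procaspase-3 30 min, then 50 min reaction, room temperature; Technique: Rh110 fluorescence intensity.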
# ATG4B inhibitor: ATG4B (human) cysteine protease inhibition; 340,000 compounds, 0.51% hits; ATG4B cleavage of LC3-PLA2, NBD-HPC fluorescence, 1 h; Q9Y4P1; inhibition, % at 8.33 µM; in the data active = inhibition above about 40%
# Active calls of the source: *.
1. CCc1ccc(OCC(=O)NC2CCCCC2)c(Br)c1
2. CCOC(=O)/C(=N\Nc1ccccc1Cl)N1CCN(Cc2ccccc2)CC1
3. CCOc1ccccc1NC(=O)c1ccccc1N(C)S(=O)(=O)c1ccc(C)cc1
4. C=CCn1c(O)c(N=NC(=S)Nc2cccc(C)c2)c2ccccc21
5. O=[N+]([O-])c1cccc(S(=O)(=O)N2CN(c3ccc(Br)cc3)c3nc4ccccc4nc32)c1
Assay by compound,1,2,3,4,5
hIAP block,1.1,8.8,-15.9,3.0,10.5
tim10-1 inh,-8.8,6.3,-3.1,36.5,18.3
NLRP3 yeast inh,41.3,16.6,21.8,22.0,12.2
mIAP block,-4.7,-5.5,7.1,25.6,1.0
TIM10 inh,6.0,0.9,-26.1,38.9,3.9
hIAP activ,0.989,0.912,1.16,0.97,0.895
mIAP act,1.05,1.05,0.929,0.744,0.99
Apaf-1 inh,21.7,3.7,12.8,8.7,29.9
ATG4B inhibitor,3.2,10.0,-15.3,11.2,-13.8

6. CCOc1ccc(N(CC(=O)NCc2cccc(OC)c2)S(=O)(=O)c2c(C)noc2C)cc1
7. CCN(CC)S(=O)(=O)c1cccc(-c2nnc(SCC(=O)c3cc(C)n(C)c3C)o2)c1
8. COCCCn1c(SCc2cc(=O)[nH]c3ccccc23)nnc1-c1ccco1
9. Cn1c(-n2c(-c3ccco3)nc3ccccc3c2=O)nc2ccccc21
10. Cc1ccc(-c2nn(-c3ccccc3)cc2/C=N/NC(=O)CSc2nnc(C)n2-c2ccccc2)cc1
Assay by compound,6,7,8,9,10
hIAP block,5.5,0.3,12.8,-23.0,-3.7
tim10-1 inh,18.9,4.1,6.9,20.2,11.2
NLRP3 yeast inh,-8.6,14.7,6.0,26.9,0.0
mIAP block,3.8,20.9,1.2,-6.1,4.1
TIM10 inh,21.8,17.6,14.9,6.5,11.4
hIAP activ,0.945,0.997,0.872,1.23,1.04
mIAP act,0.962,0.791,0.988,1.06,0.959
Apaf-1 inh,13.7,31.4,2.5,9.3,30.0
ATG4B inhibitor,3.4,-1.1,-9.1,-13.2,6.6

11. O=C(c1cccc(-c2ccc(O)cc2)c1)N1CCOCC1
12. Cc1ccc(OCC(=O)N2CCC(N3CCCCCC3)CC2)cc1
13. CN(Cc1ccccc1)C(=O)COC(=O)C12CC3CC(CC(Br)(C3)C1)C2
14. COc1ccc(-c2c[n+](CC(=O)c3ccccc3)c3n2CCCCC3)cc1
15. O=C(c1ccc2nc(N3CCOCC3)sc2c1)N1CCCC1
Assay by compound,11,12,13,14,15
hIAP block,-10.3,-6.2,9.3,10.6,14.0
tim10-1 inh,5.9,3.6,12.7,14.7,-28.3
NLRP3 yeast inh,17.5,23.5,8.3,6.6,18.5
mIAP block,5.8,3.9,5.0,-4.8,-4.8
TIM10 inh,2.0,0.1,9.9,23.8,-5.5
hIAP activ,1.1,1.06,0.907,0.894,0.86
mIAP act,0.942,0.961,0.95,1.05,1.05
Apaf-1 inh,5.7,-6.9,15.7,8.3,0.9
ATG4B inhibitor,-5.0,-5.9,-2.7,-3.8,-0.6

16. O=C(NCc1ccc(F)cc1)C(Cc1ccccc1)NS(=O)(=O)c1cccs1 (centres undefined)
17. CCOc1ccc(S(=O)(=O)N2CCN=C2Cc2ccccc2)cc1C
18. COc1ccc(C(NC(=O)/C=C/c2ccco2)c2ccc(OC)cc2)cc1
19. CCCOc1ccc(C(=O)CCNC(Cc2c[nH]c3ccccc23)C(=O)O)cc1 (centres undefined)
20. O=C(O)CC/C(=N\NC(=O)CNC(=O)c1ccc(F)cc1)c1ccccc1
Assay by compound,16,17,18,19,20
hIAP block,-10.4,2.4,-6.9,-22.8,5.7
tim10-1 inh,4.8,20.5,-6.9,25.5,9.1
NLRP3 yeast inh,10.9,7.4,9.5,26.7,3.8
mIAP block,-2.9,-3.4,9.1,2.2,1.1
TIM10 inh,1.6,-3.8,-2.4,49.1*,2.1
hIAP activ,1.1,0.976,1.07,1.23,0.943
mIAP act,1.03,1.03,0.909,0.978,0.989
Apaf-1 inh,6.8,16.5,11.1,28.9,-6.6
ATG4B inhibitor,-5.8,10.7,-5.1,-0.1,7.3

21. CN1C(C(=O)NCc2ccco2)=CC(c2ccc(F)cc2)=NS1(=O)=O
22. C=CCn1c(SCC(=O)NC2CCS(=O)(=O)C2)nnc1-c1ccncc1 (centres undefined)
23. CC(=O)N(c1ccccc1)c1nnc(-c2cnc(C)cn2)s1
24. O=C1CC(N2CCC(Cc3ccccc3)CC2)C(=O)N1CCc1ccccc1 (centres undefined)
25. Cc1c(CCC(=O)O)c(=O)n2c([nH]c3ccccc32)c1C#N
Assay by compound,21,22,23,24,25
hIAP block,12.3,0.1,10.1,8.6,-6.3
tim10-1 inh,13.8,-2.5,-5.6,46.4*,9.6
NLRP3 yeast inh,5.4,0.7,2.4,15.1,-5.6
mIAP block,7.7,-1.2,4.6,3.8,-0.4
TIM10 inh,-22.7,-0.7,8.2,31.8,-15.1
hIAP activ,0.877,0.999,0.899,0.914,1.06
mIAP act,0.923,1.01,0.954,0.962,1
Apaf-1 inh,-0.8,-6.4,-6.0,10.3,11.8
ATG4B inhibitor,3.9,4.0,2.4,-14.2,-6.7

26. O=CNc1ccc(OC(=O)c2cncc(Br)c2)cc1
27. COC(=O)CSc1nnc(-c2ccccc2O)n1-c1ccc(C)cc1
28. COc1ccccc1Nc1ccc2nonc2c1[N+](=O)[O-]
29. O=C(NNC1=NS(=O)(=O)c2ccccc21)C1CC(=O)N(c2ccccc2)C1 (centres undefined)
30. C[C@@H]1C(=O)O[C@H]2[C@H](O)[C@@]34[C@H]5C[C@@H](C(C)(C)C)[C@]36[C@@H](OC(=O)[C@@H]6O)O[C@@]4(C(=O)O5)[C@@]12O
Assay by compound,26,27,28,29,30
hIAP block,-11.0,-9.1,-4.4,2.3,-21.4
tim10-1 inh,-8.2,20.8,11.7,11.1,-6.1
NLRP3 yeast inh,12.1,10.0,19.8,5.8,18.6
mIAP block,-2.3,6.7,1.7,4.9,3.6
TIM10 inh,-3.0,15.0,-10.5,0.9,12.7
hIAP activ,1.11,1.09,1.04,0.977,1.21
mIAP act,1.02,0.933,0.983,0.951,0.964
Apaf-1 inh,3.5,5.0,-4.9,-9.3,-7.5
ATG4B inhibitor,-1.4,-7.8,5.4,1.6,17.4

31. CCOC(=O)c1csc(N/N=C2\CCCc3ccccc32)n1
32. Cc1ccnc(NS(=O)(=O)c2ccccc2)n1
33. CC(Nc1ncnc2sccc12)c1ccccc1 (centres undefined)
34. COc1ccc(NC(C)=O)cc1S(=O)(=O)NC1CCSc2ccccc21 (centres undefined)
35. COc1ccc(C(=O)CC(=O)C(=O)Nc2ccccc2C(F)(F)F)cc1
Assay by compound,31,32,33,34,35
hIAP block,1.1,6.6,7.5,3.1,-3.6
tim10-1 inh,48.4*,-7.7,12.6,-0.8,14.6
NLRP3 yeast inh,-19.7,4.8,2.2,-8.8,17.5
mIAP block,2.5,-8.0,6.0,6.2,-1.4
TIM10 inh,25.7,-14.3,15.3,5.7,-0.2
hIAP activ,0.989,0.934,0.925,0.969,1.04
mIAP act,0.975,1.08,0.94,0.938,1.01
Apaf-1 inh,27.6,-20.5,9.2,-0.1,14.3
ATG4B inhibitor,15.8,-6.6,0.7,-16.2,2.9

36. Cc1ccc(OCC(=O)c2cc(C)n(Cc3cccs3)c2C)c([N+](=O)[O-])n1
37. CCN(CC)CCCN=C1N[C@@H](c2cccc(F)c2)C(C(=O)OC)=C(C)N1Cc1ccccc1
38. CCC(NC(=O)c1ccccc1Br)c1ccccc1 (centres undefined)
39. CN(C)S(=O)(=O)N1CCC(Oc2ccc(C(=O)NCc3cnn(C)c3)cc2)CC1
40. O=C(c1nn2c(C(F)(F)F)cc(-c3cccs3)nc2c1Br)N1CCCc2ccccc21
Assay by compound,36,37,38,39,40
hIAP block,-2.7,4.4,10.4,-10.2,10.9
tim10-1 inh,20.5,3.1,4.7,-11.1,30.4
NLRP3 yeast inh,1.8,13.9,6.4,16.2,9.1
mIAP block,10.4,1.2,9.3,-0.3,2.5
TIM10 inh,-8.8,-3.9,-3.3,-6.3,20.9
hIAP activ,1.03,0.956,0.896,1.1,0.891
mIAP act,0.896,0.988,0.907,1,0.975
Apaf-1 inh,9.3,9.2,-8.9,-0.3,-1.2
ATG4B inhibitor,-1.0,7.3,0.9,12.8,-0.5

# One compound at a time, from the list above.
# Listed for Cc1ccc(OCC(=O)c2cc(C)n(Cc3cccs3)c2C)c([N+](=O)[O-])n1 = hIAP block = -2.7; tim10-1 inh = 20.5; NLRP3 yeast inh = 1.8; mIAP block = 10.4; TIM10 inh = -8.8; hIAP activ = 1.03; mIAP act = 0.896; Apaf-1 inh = 9.3; ATG4B inhibitor = -1.0
# Listed for CN(C)S(=O)(=O)N1CCC(Oc2ccc(C(=O)NCc3cnn(C)c3)cc2)CC1 = hIAP block = -10.2; tim10-1 inh = -11.1; NLRP3 yeast inh = 16.2; mIAP block = -0.3; TIM10 inh = -6.3; hIAP activ = 1.1; mIAP act = 1; Apaf-1 inh = -0.3; ATG4B inhibitor = 12.8

# Next section
41. Nc1c(Cl)ncnc1NCCc1ccc(O)cc1
42. C#CCOCCOCCOCCNc1nc(N2CCN(C(=O)[C@H](CCC(=O)O)n3cc([C@@H](N)CCCCN)nn3)CC2)nc(N2CCN(C(=O)[C@H](CCC(=O)O)n3cc([C@@H](N)CCCCN)nn3)CC2)n1
43. Cc1ccc(OCC(=O)N2N=C(c3ccncc3)CC2(O)C(F)(F)F)cc1C (centres undefined)
44. O=C(Cc1ccc(-n2c(=O)c3ccccc3n(Cc3ccccc3F)c2=O)cc1)NCC1CCCO1 (centres undefined)
Assay by compound,41,42,43,44
hIAP block,-5.4,1.5,3.3,15.6
tim10-1 inh,-6.5,11.5,16.4,8.5
NLRP3 yeast inh,10.2,-5.0,-0.7,16.4
mIAP block,-9.6,7.4,4.6,2.9
TIM10 inh,12.8,0.1,24.0,11.3
hIAP activ,1.05,0.985,0.966,0.844
mIAP act,1.1,0.926,0.954,0.971
Apaf-1 inh,1.5,2.3,-11.9,5.6
ATG4B inhibitor,-1.9,-0.5,-12.6,-3.0

# Given with each value named: three of the compounds above
[41] Nc1c(Cl)ncnc1NCCc1ccc(O)cc1
  hIAP block = -5.4
  tim10-1 inh = -6.5
  NLRP3 yeast inh = 10.2
  mIAP block = -9.6
  TIM10 inh = 12.8
  hIAP activ = 1.05
  mIAP act = 1.1
  Apaf-1 inh = 1.5
  ATG4B inhibitor = -1.9

[42] C#CCOCCOCCOCCNc1nc(N2CCN(C(=O)[C@H](CCC(=O)O)n3cc([C@@H](N)CCCCN)nn3)CC2)nc(N2CCN(C(=O)[C@H](CCC(=O)O)n3cc([C@@H](N)CCCCN)nn3)CC2)n1
  hIAP block = 1.5
  tim10-1 inh = 11.5
  NLRP3 yeast inh = -5.0
  mIAP block = 7.4
  TIM10 inh = 0.1
  hIAP activ = 0.985
  mIAP act = 0.926
  Apaf-1 inh = 2.3
  ATG4B inhibitor = -0.5

[43] Cc1ccc(OCC(=O)N2N=C(c3ccncc3)CC2(O)C(F)(F)F)cc1C (centres undefined)
  hIAP block = 3.3
  tim10-1 inh = 16.4
  NLRP3 yeast inh = -0.7
  mIAP block = 4.6
  TIM10 inh = 24.0
  hIAP activ = 0.966
  mIAP act = 0.954
  Apaf-1 inh = -11.9
  ATG4B inhibitor = -12.6

# Source: PubChem BioAssay (Sanford-Burnham Center for Chemical Genomics)

# Random draw from the library. Share with any hit: about 4.5%.
